# PP1 inh: counter-screen for PP5 inhibitors: inhibitors of human PP1-alpha | inhibition, % at 6.7 µM | AID 2235 | 320,000 tested, 0.9% active | P62136 | purified PP1alpha, OMFP fluorescence;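 active = inhibition above the mean inhibition of all tested compounds plus 3 SD, computed separately for each screening campaign, cut at about 15% in these data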
# Target sequence (P62136 whole entry, looked up): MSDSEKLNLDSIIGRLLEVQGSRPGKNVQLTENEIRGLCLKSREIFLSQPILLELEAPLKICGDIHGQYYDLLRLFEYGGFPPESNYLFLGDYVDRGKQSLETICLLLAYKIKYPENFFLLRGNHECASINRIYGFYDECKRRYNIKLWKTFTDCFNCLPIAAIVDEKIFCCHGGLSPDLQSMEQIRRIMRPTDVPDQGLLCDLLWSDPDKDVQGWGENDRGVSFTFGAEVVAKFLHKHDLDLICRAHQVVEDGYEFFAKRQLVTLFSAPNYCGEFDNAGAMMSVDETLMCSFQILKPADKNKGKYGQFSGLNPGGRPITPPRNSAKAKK
# Efflux pump mplx: antifungal efflux pump inhibition, Nile Red retention. S. cerevisiae Candida pump triplex. inhibition, % at 10 µM. 330,000 tested, 0.44% active;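 active = plate passing quality check with inhibition over a set limit, or well fluorescence over plate mean plus 4 SD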;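 note: Nile Red retained in pooled yeast measured as flow cytometry median fluorescence; 0% = buffer negative control and 100% = Enniatin B positive control; higher means more Nile Red kept so more efflux inhibition; some compounds called inactive have numbers as strong as hits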
# CTSL1 counter: counter-screen for PFM18AAP inhibitors: inhibitors of F. hepatica cathepsin L1; recombinant F. hepatica cathepsin L1, Z-Leu-Arg-MCA fluorescence; 300,000 tested, 0.49% active; inhibition, % at 5.96 µM; AID 1906;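 active = inhibition above the mean of all tested compounds plus 3 SD, set per screening campaign, cut at about 17% in these data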;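 note: 0% = plate median of test compound wells and 100% = 1 µM Z-Phe-Ala-diazomethylketone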
# PP5 primary: inhibitors of human protein phosphatase 5 (PP5). P53041. inhibition, % at 6.7 µM. purified PP5c, OMFP substrate fluorescence. 320,000 tested, 0.18% active;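 active = inhibition above the campaign's mean inhibition across all tested compounds plus 3 SD, cut at about 9.5% in these data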;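 note: 0% = DMSO only and 100% = 100 µM cantharidin control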
# core dimer inh: blocks dimerization of HCV core protein. TR-FRET GST/Flag-core106 dimerization, 1536-well. inhibition, % at 5 µM. 300,000 tested, 0.33% active;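 active = inhibition above the mean of all tested compounds plus 3 SD, set per screening campaign, cut at about 45% in these data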
#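 Assay system – GST-tagged and Flag-tagged HCV core protein residues 1-106 · Quantity – core106 proteins, GST 13.5 nM and Flag 17 nM · Benchmarks – unlabelled core106 and no-GST-core106 wells · Read-out basis – percent inhibition of core106 dimerization signal · Detection – time-resolved FRET, ex 340 nm, em 617 and 671 nm · Schedule – 4 h at 22.5 °C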
# PREPL inh: human PREPL enzyme inhibition. Q4J6C6. recombinant PREPL, fluorescence polarization activity-based probe. inhibition, % at 5.96 µM. 320,000 tested, 0.68% active. AID 2751; in the data active = inhibition above about 43%;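 note: 0% = enzyme with DMSO and 100% = wells lacking enzyme; many of its hits are not listed in these tables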
# Target sequence (Q4J6C6 whole entry, looked up): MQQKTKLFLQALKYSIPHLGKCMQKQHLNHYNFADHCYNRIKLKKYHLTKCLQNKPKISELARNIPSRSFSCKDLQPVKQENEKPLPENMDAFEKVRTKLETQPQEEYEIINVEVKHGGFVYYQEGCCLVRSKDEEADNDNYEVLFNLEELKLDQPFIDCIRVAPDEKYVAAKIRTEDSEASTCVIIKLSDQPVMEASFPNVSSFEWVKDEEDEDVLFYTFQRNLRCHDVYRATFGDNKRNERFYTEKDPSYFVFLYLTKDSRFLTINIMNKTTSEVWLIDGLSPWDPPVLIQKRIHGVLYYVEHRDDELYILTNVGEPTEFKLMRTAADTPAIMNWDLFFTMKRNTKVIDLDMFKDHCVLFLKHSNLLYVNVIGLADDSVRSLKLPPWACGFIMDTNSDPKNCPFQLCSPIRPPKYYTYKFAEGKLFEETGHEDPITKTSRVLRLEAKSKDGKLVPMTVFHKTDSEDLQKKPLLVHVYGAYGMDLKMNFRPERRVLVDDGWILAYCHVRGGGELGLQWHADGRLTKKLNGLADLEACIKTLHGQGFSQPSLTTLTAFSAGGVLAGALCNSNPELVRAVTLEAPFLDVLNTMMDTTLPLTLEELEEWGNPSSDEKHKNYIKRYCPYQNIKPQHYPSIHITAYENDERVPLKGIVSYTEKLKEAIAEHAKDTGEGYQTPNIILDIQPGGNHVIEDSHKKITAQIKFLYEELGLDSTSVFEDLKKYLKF
# TPT1 inh: C. albicans TPT1 enzyme inhibition; recombinant caTPT1, FP RNA substrate dephosphorylation; inhibition, % at 5 µM; 300,000 tested, 0.81% active; AID 1962;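 active = inhibition above the mean of all tested compounds plus 3 SD, set per screening campaign, cut at about 24% in these data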;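 note: plate controls were DMSO alone for no effect and ferristatin control at 100 nM for full effect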
# ZTA counter: blocks Epstein-Barr virus ZTA, an EBNA-1 counter-screen; P03206; inhibition, % at 11 µM; ZTA-DNA binding, fluorescence polarization; 320,000 tested, 0.15% active; in the data active = inhibition above about 33%
# EBNA-1 inhibitor: blocks EBNA-1 binding to DNA; EBNA-1 DNA binding, fluorescence polarization; inhibition, % at 14.8 µM; 300,000 tested, 0.34% active; in the data active = inhibition above about 28%
# Active calls of the source: *; · = no result given.
SMILES,PP1 inh,Efflux pump mplx,CTSL1 counter,PP5 primary,core dimer inh,PREPL inh,TPT1 inh,ZTA counter,EBNA-1 inhibitor
O=C(c1ccc(-c2ccccc2)cc1)N1CCN(c2ncccn2)CC1,-6,0.2,0,3.6,9,12,8,0,-5
CCC1(c2ccccc2)C(=O)NCNC1=O,-3,-0.2,3,-1.7,8,-10,-1,13,1
c1ccc(NC(=NCc2ccco2)c2ccccc2)cc1,0,0.0,-1,1.1,-4,-3,-2,4,2
CCCCC(=O)OCC(=O)c1cc(C)n(-c2c(C)n(C)n(-c3ccccc3)c2=O)c1C,2,0.1,-3,1.2,9,6,-2,2,1
CCCn1c(Nc2nc3ccccc3n2C)nc2ccccc21,4,0.2,4,0.6,0,17,1,-9,-9
C=CCOc1c(Br)cc(CNc2ccc(NC(=O)C(C)C)cc2)cc1OCC,2,0.9,-5,2.6,-6,3,17,14,8
CCCCN1C(=O)/C(=C2/C=CC=CN2C)SC1=S,0,0.0,5,1.2,-8,1,3,-2,1
CC(OC(=O)c1ccccc1CCc1ccccc1)C(N)=O (centres undefined),1,0.1,-7,2.6,-6,-1,0,-5,-6
O=C(CN(C(=O)C1CSC(=O)C1)c1ccccc1F)NCc1ccc2c(c1)OCO2 (centres undefined),-4,-0.1,4,-1.5,-6,15,-1,7,-8
O=C(CNC(=O)c1ccccc1)OCc1cc(=O)n2cc(Br)ccc2n1,1,0.3,5,0.8,-45,5,-2,12,-12
O=C(N/N=C/c1ccc(Cl)c([N+](=O)[O-])c1)c1ccc2nc[nH]c2c1,-2,0.5,4,0.8,3,-24,0,-6,-15
N#CCC1c2ccccc2CCN1C(=O)Nc1ccc(C(F)(F)F)cc1 (centres undefined),-1,-0.2,1,6.0,-1,9,0,-10,-2
CN1CCSc2ccc(C(=O)NCc3cccc(F)c3)cc21,-2,0.2,0,2.6,-14,-3,2,9,-8
O=C(NC(=S)Nc1ccc(Cl)cc1)c1ccccc1,4,-0.2,-2,3.1,10,13,0,8,-1
CC(C(=O)NC1CC1)c1ncc(C(F)(F)F)cc1Cl (centres undefined),-2,0.0,2,3.0,1,-1,1,-7,-7
CC(=O)C[C@H]1c2cc(C(F)(F)F)ccc2S(=O)(=O)N1C1CCCCC1,1,0.0,-2,0.4,3,5,-1,-15,7
COCCNC(=O)/C(C#N)=c1\s/c(=C\c2ccccc2OC(F)F)c(=O)n1Cc1ccccc1,-4,0.0,-2,-2.3,-2,4,1,0,-14
CCn1c(SCC(N)=O)nnc1-c1ccco1,1,-0.1,-4,-1.0,-2,1,-6,21,8
CC(=O)N1CCOc2ccc(S(=O)(=O)N3CCN(c4cc(C)ccc4C)CC3)cc21,2,0.0,4,4.5,8,-25,4,1,13
CC1(C2CC2)NC(=O)N(CC(=O)N2CCN(S(=O)(=O)c3ccc(F)c(F)c3)CC2)C1=O (centres undefined),6,0.1,·,1.6,·,10,·,6,·
COc1ccc(OC)c(C2C(C(=O)c3ccc(C)o3)=C(O)C(=O)N2CCN2CCOCC2)c1 (centres undefined),0,-0.2,1,1.8,2,-6,2,1,4
Cc1cccc(NS(=O)(=O)c2ccc(-c3cnc(C4CC4)o3)cc2)c1C,6,-0.1,-2,6.9,-9,-2,-1,-9,-16
COc1ccc(CC(=O)N2CCc3cc(OC)c(OC)cc3C2O)cc1OC (centres undefined),-3,0.0,-3,-0.7,-7,-2,1,-1,4
CN(C)S(=O)(=O)N1CCC(CO)(CCc2ccccc2)CC1,-2,-0.1,-2,-0.1,-4,17,-2,-4,-7

# Just PREPL inh and core dimer inh (2 entries from above):
SMILES,PREPL inh,core dimer inh
O=C(N/N=C/c1ccc(Cl)c([N+](=O)[O-])c1)c1ccc2nc[nH]c2c1,-24,3
N#CCC1c2ccccc2CCN1C(=O)Nc1ccc(C(F)(F)F)cc1 (centres undefined),9,-1

# Additional structures follow.
SMILES,PP1 inh,Efflux pump mplx,CTSL1 counter,PP5 primary,core dimer inh,PREPL inh,TPT1 inh,ZTA counter,EBNA-1 inhibitor
O=C(NNC(=S)Nc1ccc(OC(F)F)cc1)c1cc2c(s1)CCCC2,0,0.0,5,0.4,1,0,-3,9,11
COc1ccc(CCN(C)C(=O)CCNC(=O)c2ccc(Br)cc2)cc1OC,-6,-0.1,-1,1.6,-2,4,-5,-1,4
Cc1cccc(NC(=O)NCC(c2ccc(F)cc2)N2CCN(C)CC2)c1 (centres undefined),-2,-0.1,-3,1.3,2,7,0,-20,-20
CC(OC(=O)c1cccn1C)C(=O)Nc1ccc2c(c1)OCO2 (centres undefined),-3,0.0,2,-2.9,1,1,0,8,-11
COc1cccc(CNC(=O)CCNS(=O)(=O)c2ccc3[nH]c(=O)oc3c2)c1,-2,0.0,1,1.1,8,7,-1,24,3
O=C(CCN1CCN(C/C=C/c2ccccc2)CC1)Nc1ccc(Cl)cc1,0,0.0,-1,-0.2,-6,1,0,4,-1
CCOC(=O)c1sc(NC(=O)COC(=O)C(CCSC)NC(C)=O)nc1C (centres undefined),-5,0.0,-11,0.6,5,-1,-1,-2,6
COc1ccccc1C1CCN(Cc2cccc([N+](=O)[O-])c2)CC1,0,0.3,-4,1.7,3,5,2,5,-6
Cc1ccnc(NC(=O)c2c(-c3ccccc3Cl)noc2C)c1,0,0.0,1,0.7,6,-4,3,-4,7
COc1cc(NC(=O)N[C@H](C(=O)O)C(C)C)cc(OC)c1,-7,0.3,-2,4.2,-4,1,-1,0,-4
CCNC(=S)N1CCC(C(=O)c2ccc3c(c2)OCCO3)CC1,1,-0.1,-1,-1.8,0,-5,-5,-3,2
N#CC1(NC(=O)Cn2cc(C(F)(F)F)ccc2=O)CCCC1,-1,-0.1,·,-1.2,·,4,·,-5,·
CCOC(=O)CC1(NC(=O)c2cc(COc3ccc(F)c(F)c3)on2)CCCCC1,-1,-0.1,3,4.0,-1,20,-3,1,-11
CCc1ccc(NC(=O)NCc2ccccn2)cc1,0,0.1,-1,-0.4,-7,5,-4,-7,11
CC(c1ccccc1)n1cc(C(=O)NCc2ccncc2)nn1 (centres undefined),-1,0.1,-3,0.7,-2,0,-2,-19,-10
Cc1cccc(OCCCn2ccnc2)c1,-5,0.0,-1,5.4,-2,13,-1,3,0
CCOC(=O)c1c(CN2CCC(C)CC2)oc2ccc(OC)cc12,-1,0.0,2,-2.1,2,-5,4,2,-5
CC(OC(=O)c1ccc2c(=O)n3c(nc2c1)CCCCC3)C(=O)Nc1ccc(Cl)cn1 (centres undefined),-4,0.1,-1,0.5,1,-1,3,17,-2
Cc1ccc(OCCCCCCN2CCNCC2)c(Br)c1,-8,0.0,-4,-0.4,-3,-10,-1,-5,0
CC(=O)NCc1cc(-c2nn(C)c(=O)c3ccccc23)ccc1C,-8,-0.1,-2,-2.2,-6,-2,0,14,-5
CCn1nc(NC(=O)C2CCCO2)c2cc3cccc(C)c3nc21 (centres undefined),-4,0.1,6,2.7,-1,1,2,-5,2
Cn1c(=O)[nH]c(=O)c2c1nc(Br)n2CCCO,-6,0.6,-1,3.4,1,16,1,-1,-8
O=C(CSCc1ccc(Cl)cc1)NCC1CCCO1 (centres undefined),3,0.0,-2,0.5,-1,-4,-1,-3,9
CCOC(=O)CSc1ccc2ccccc2n1,-6,0.1,-4,1.1,4,0,2,10,1

# Already shown: entries from further up.
SMILES,PP1 inh,Efflux pump mplx,CTSL1 counter,PP5 primary,core dimer inh,PREPL inh,TPT1 inh,ZTA counter,EBNA-1 inhibitor
CCNC(=S)N1CCC(C(=O)c2ccc3c(c2)OCCO3)CC1,1,-0.1,-1,-1.8,0,-5,-5,-3,2
N#CC1(NC(=O)Cn2cc(C(F)(F)F)ccc2=O)CCCC1,-1,-0.1,·,-1.2,·,4,·,-5,·
CCOC(=O)CC1(NC(=O)c2cc(COc3ccc(F)c(F)c3)on2)CCCCC1,-1,-0.1,3,4.0,-1,20,-3,1,-11
CCc1ccc(NC(=O)NCc2ccccn2)cc1,0,0.1,-1,-0.4,-7,5,-4,-7,11
CC(c1ccccc1)n1cc(C(=O)NCc2ccncc2)nn1 (centres undefined),-1,0.1,-3,0.7,-2,0,-2,-19,-10
Cc1cccc(OCCCn2ccnc2)c1,-5,0.0,-1,5.4,-2,13,-1,3,0
CCOC(=O)c1c(CN2CCC(C)CC2)oc2ccc(OC)cc12,-1,0.0,2,-2.1,2,-5,4,2,-5
CC(OC(=O)c1ccc2c(=O)n3c(nc2c1)CCCCC3)C(=O)Nc1ccc(Cl)cn1 (centres undefined),-4,0.1,-1,0.5,1,-1,3,17,-2
Cc1ccc(OCCCCCCN2CCNCC2)c(Br)c1,-8,0.0,-4,-0.4,-3,-10,-1,-5,0
CC(=O)NCc1cc(-c2nn(C)c(=O)c3ccccc23)ccc1C,-8,-0.1,-2,-2.2,-6,-2,0,14,-5
CCn1nc(NC(=O)C2CCCO2)c2cc3cccc(C)c3nc21 (centres undefined),-4,0.1,6,2.7,-1,1,2,-5,2
Cn1c(=O)[nH]c(=O)c2c1nc(Br)n2CCCO,-6,0.6,-1,3.4,1,16,1,-1,-8
O=C(CSCc1ccc(Cl)cc1)NCC1CCCO1 (centres undefined),3,0.0,-2,0.5,-1,-4,-1,-3,9
CCOC(=O)CSc1ccc2ccccc2n1,-6,0.1,-4,1.1,4,0,2,10,1

# (further entries)
SMILES,PP1 inh,Efflux pump mplx,CTSL1 counter,PP5 primary,core dimer inh,PREPL inh,TPT1 inh,ZTA counter,EBNA-1 inhibitor
COC(=O)c1ccccc1NC(=O)Nc1cccnc1,-6,-0.2,-4,1.0,-1,-2,-5,0,3
C/C(=N\NC(=O)COc1ccc(C)cc1[N+](=O)[O-])c1ccc2c(c1)OCCO2,-1,-1.9,2,1.6,-10,3,-5,-4,8
Cc1ccc(NC(=O)C2CCN(C(=O)c3ccco3)CC2)cc1C,-4,-0.1,1,1.9,17,-6,2,-4,1
CC1CC(C)CN(CC(O)COCc2ccccc2)C1 (centres undefined),-3,0.0,-2,-2.1,-1,-10,1,8,11
CSc1nnc(NC(=O)c2cccc(S(=O)(=O)N3CCOCC3)c2)s1,-2,0.0,0,1.6,-5,-1,-2,9,13
Cn1c(N)c(-c2ccccc2)c2ccc([N+](=O)[O-])cc2c1=O,8,-0.3,4,4.0,-23,14,84*,-11,-15
Cc1ccc(NC(NC(=O)c2cccs2)C(Cl)(Cl)Cl)cc1 (centres undefined),4,0.0,-1,2.2,2,-3,1,11,6
COc1ccc(CNC(=O)C(=O)NCC2OCCCN2S(=O)(=O)c2cccs2)cc1 (centres undefined),-2,-0.1,0,0.9,20,0,2,0,3
COc1ccc(C=O)cc1Cn1ccnc1,-12,0.0,-1,1.9,3,2,-4,6,6
Cc1ccc(S(=O)(=O)Oc2ccc(/C=N/N=C3/NC(=O)C(CC(=O)O)S3)cc2)cc1[N+](=O)[O-] (centres undefined),6,-0.2,9,4.2,-4,15,-7,-8,-5
Cc1cccc(N2CCN(Cc3cc(=O)n4ccsc4n3)CC2)c1C,0,-0.2,0,0.3,8,1,-4,3,4
COc1ccc(C2CC(=O)N3CN(c4ccc(C)c(Cl)c4)CSC3=C2C#N)cc1 (centres undefined),-2,-0.1,3,-1.1,4,6,3,3,2

# Some of the compounds tested; the hit share may differ from the screen's.
